# S1P3 antagonist – S1P3 receptor antagonists, primary screen, cell-based; Sphingosine 1-phosphate receptor 3 (Homo sapiens), Q99500; CHO S1P3 NFAT-BLA reporter, FRET fluorescence, antagonist mode; hit rate 0.27% among 170,000; AID 485, 2006; inhibition, % at 4.98 µM;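 active = inhibition above the plate cutoff, the mean inhibition of test wells on that plate plus 3 SD, cut at about 28% in these data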;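 note: cells challenged with S1P at its EC80 of 0.8 µM; blue over green emission ratio from cleaved BLA substrate after 4 h stimulation; 0% = S1P-stimulated wells and 100% = unstimulated DMSO-only wells; some compounds past the cut are filed as inactive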
# Target sequence (Q99500 whole entry, looked up): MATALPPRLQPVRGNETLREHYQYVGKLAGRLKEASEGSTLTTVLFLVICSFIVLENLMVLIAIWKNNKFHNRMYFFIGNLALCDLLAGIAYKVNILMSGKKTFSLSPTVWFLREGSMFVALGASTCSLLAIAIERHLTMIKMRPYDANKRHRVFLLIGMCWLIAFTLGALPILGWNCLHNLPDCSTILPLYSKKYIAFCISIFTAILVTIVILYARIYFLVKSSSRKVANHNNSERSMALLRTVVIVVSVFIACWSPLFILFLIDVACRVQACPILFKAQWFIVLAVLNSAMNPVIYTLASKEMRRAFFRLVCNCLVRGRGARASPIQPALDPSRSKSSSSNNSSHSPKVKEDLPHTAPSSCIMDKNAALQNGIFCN
# Starred values were filed as active, the others as inactive.
SMILES,S1P3 antagonist
Nc1cc(C(=O)O)c(N)c2c1C(=O)c1ccccc1C2=O,1
Cc1cn2c(N)c(/C=C3\C=Nc4ccccc43)c(=O)nc2s1,0
Cc1ccc(S(=O)(=O)N2CC3CCCC2C3)cc1 (stereo not drawn),7
O=C(c1ccco1)N1CCN(c2ccc([N+](=O)[O-])cc2Cl)CC1,-2
COc1ccccc1-c1ccc(/C=C2\C=CC(=O)O2)o1,20
CCC(C)Nc1nc(N)c([N+](=O)[O-])c(NCCO)n1 (stereo not drawn),-11
Cn1c(SCC(O)c2ccccc2)nnc1-c1ccc2ccccc2c1 (stereo not drawn),-12
Oc1ccccc1N1CCN(c2ncnc3sc(-c4ccccc4)cc23)CC1,-5
CC(C)(C)c1ccc(C(=S)N2CCN(c3ccccc3)CC2)cc1,-6
NC(=O)C1CCN(CCS(=O)(=O)c2ccc(Cl)cc2)CC1,1
CCN(CC)C(=O)COc1ccc(/C(C)=N/Nc2ncc(Cl)cc2Cl)cc1,1
O=C(CN1CCOCC1)Nc1ccc2c(c1)CCC2,4
CCSc1cc(C)nc2c(-c3ccccc3)cnn12,1
Oc1c(Cl)cc(Cl)cc1/C=N/c1nc(-c2ccc(Cl)cc2)cs1,3
COCCCn1c(=S)[nH]c(C)c(C)c1=O,4
Cc1ccc(C)c2c1cc(C)c1nnc(SCC(=O)Nc3cccc(C(=O)O)c3)n12,-17
CCN(CC)c1ccc(/C=N/NC(=O)c2ccccn2)cc1,19
S=c1[nH]c2ccc(Cl)cc2s1,-10
Cc1cc(N/N=C/c2ccc3c(c2)OCO3)nc2ccccc12,11
CCC(C)C(=O)Nc1nc2ccc(OC)cc2s1 (stereo not drawn),-3
Cc1ccccc1/C=N/n1c(-c2ccccn2)n[nH]c1=S,-1
O=S(=O)(Nc1ccc(-c2cn3ccccc3n2)cc1)c1ccccc1,17
COc1ccc2c(c1)c1ncn(Cc3ccccn3)c(=O)c1n2C,6
COc1cc(/C=N/n2nnnc2N)cc(OC)c1OC,0
O=C(CSc1ncnc2scc(-c3ccccc3)c12)Nc1ccc(C(=O)O)cc1,-5
CN(C)CCn1c(N)nc2ccccc21,2
CCC(=O)N(Cc1cc(=O)[nH]c2ccccc12)c1ccccc1C,-5
O=[N+]([O-])c1cccnc1Oc1ccc(F)cc1F,-3
O=C(c1c[nH]c2ccccc12)C(F)(F)F,0
Cn1cc([N+](=O)[O-])c(C(=O)n2cccn2)n1,-7
COc1ccc(C2c3ccc4ccccc4c3Oc3ncn(CCCO)c(=N)c32)cc1 (stereo not drawn),-20
CCn1c(=NC(=O)C2COc3ccccc3O2)sc2c(C)ccc(OC)c21 (stereo not drawn),2
CCOC(=O)C(C)c1c(C(=O)c2ccc(C)nc2)c2ccccc2n1C (stereo not drawn),-1
O=C(CN1CCN(C(=O)C2COc3ccccc3O2)CC1)Nc1ccccc1 (stereo not drawn),3
CCOC(=O)C(=CNNc1cccc(Cl)c1)C(=O)OCC,10
COc1ccc(/C=N/n2cncn2)cc1Cn1nc(C)c([N+](=O)[O-])c1C,0
COc1ccc(/C=C/C(=O)Nc2c(C(=O)O)[nH]c3ccccc23)cc1OC,3
O=C(/C=C/c1cc2ccccc2o1)c1ccccc1O,-10
CCSc1nnc(NC(=O)Nc2cccc(C)c2)s1,-2
O=c1[nH]c(CSc2ncnc3sc(-c4ccccc4)cc23)nc2ccccc12,-1
CSc1nsc(SC)c1CO,-1
Cc1cccc(NC(=O)c2ccc(S(=O)(=O)N3CCCCC3)cc2)n1,-41
O=C1NCCCC1C(=O)N/N=C/c1cccc(Cl)c1 (stereo not drawn),-6
CC/C(C)=N/NS(=O)(=O)c1ccc(C)c([N+](=O)[O-])c1,-2
Cc1nn(C(C)(C)C)c(C)c1/C=N/OC(=O)Nc1ccc(Cl)c(Cl)c1,-2
Cc1nc(SCc2ccc(O)c([N+](=O)[O-])c2)c([N+](=O)[O-])[nH]1,-8
O=c1[nH]c(CN2CCN(c3ccccc3O)CC2)nc2scc(-c3ccccc3Cl)c12,-5
COc1ccc2nc3cc(Cl)ccc3c(Nc3cc(C(C)C)c(O)cc3C)c2c1,-8
Fc1ccccc1-c1[nH]ncc1-c1nnnn1-c1ccccc1,-21
O=C(CSc1nnnn1Cc1ccccc1)Nc1ccccc1,-3
Cc1nc2c(C)cccn2c1/C(O)=C1\C(=O)C(=O)N(CCN(C)C)C1c1ccco1 (stereo not drawn),-3
COc1ccc(OC)c(N2C(N)=C(C#N)C(c3ccc(OC)c(O)c3)C3=C2CC(C)(C)CC3=O)c1 (stereo not drawn),-13
O=C(CSc1nc2ccccc2s1)Nc1ccc(C(=O)O)cc1,-14
O=[N+]([O-])c1cccc(-c2nc3ccccc3s/c2=N/O)c1,-6
Cc1cccc(NC(=S)N2CCCCC2c2cccnc2)c1C (stereo not drawn),-1
Cc1cc(Cl)ccc1OCC(=O)Nc1nc(-c2cccnc2)cs1,-10
COc1ccc(CNC(=S)N2CCN(S(=O)(=O)c3cccc(F)c3)CC2)cc1,8
Cc1ccc(-c2ccc(/C=N/NC(=O)Cc3nnc(N)s3)o2)cc1Cl,-1
COC(=O)/C(C#N)=C/c1c(N2CCN(Cc3ccc4c(c3)OCO4)CC2)nc2c(C)cccn2c1=O,-6
CCOc1ccc(N2C(=O)CC(N(CCc3ccc(OC)c(OC)c3)C(=O)/C=C/C(=O)O)C2=O)cc1 (stereo not drawn),-14

# Next section.
SMILES,S1P3 antagonist
CC(C)(CN1CCc2ccccc2C1)NS(=O)(=O)c1ccc(Cl)cc1,1
CCN1CCN(c2oc(COc3ccc(Cl)cc3)nc2C#N)CC1,4
c1ccc(-n2cccc2)c(N2CCCCC2)c1,-6
Cc1ccc(-n2nnnc2SCC(=O)N2Cc3ccccc3CC2C(=O)O)cc1 (stereo not drawn),-9
CCN(CC)CCCNC(=O)/C=C/C(=O)O,5
COc1ccccc1NS(=O)(=O)c1ccc(O)c(NC(=S)NCC2CCCO2)c1 (stereo not drawn),4
O=S(=O)(Nc1nc2ccccc2nc1Cl)c1ccc(F)cc1,-2
Cc1ccc(-c2ncns2)cc1,2
CCOC(=O)N1CCN(C(=O)C2CCCN(c3ncnc4c3sc3cccc(F)c34)C2)CC1 (stereo not drawn),2
CCOC(=O)C1(Cc2ccc(OC)cc2)CCN(C(=O)CCc2cnccn2)CC1,-4
CCOC(=O)N1CCC(N2Cc3cccc(C(=O)NCc4ccc5c(c4)OCO5)c3C2=O)CC1,-21
CCOc1cccc2cc(-c3nnc(-c4ccccc4)o3)c(=O)oc12,65*
COc1ccc(Oc2nc(-c3ccccn3)nc3ccccc23)cc1,-18
CC1(C)OC(=O)C(=CNNc2c(Cl)cc(Cl)cc2Cl)C(=O)O1,0
S=C1N(c2ccccc2)CN(CCN2CCOCC2)CN1c1ccccc1,-2
Cc1cccc(OCC(O)Cn2c(=N)n(Cc3ccccc3)c3ccccc32)c1 (stereo not drawn),8
c1ccc(CNCCC(Cc2ccccc2)c2ccco2)cc1 (stereo not drawn),13
O=C(CCNC(=O)c1ccccc1Cl)Nc1cc(S(=O)(=O)N2CCOCC2)ccc1N1CCOCC1,20
Cc1ccc(Nc2ncnc3c2nnn3Cc2ccccc2)cc1,0
N#CCC(=O)N/N=C/c1cn(Cc2ccc(Cl)c(Cl)c2)c2ccccc12,8
O=C(COc1ccc([N+](=O)[O-])cc1)NCCc1nc2ccccc2[nH]1,-3
O=C1CSC(=S)N1/N=C/c1ccc(Cl)c([N+](=O)[O-])c1,5
Cc1ccc2nc(-c3ccc(NC(=O)COCC(=O)O)cc3)sc2c1,-3
O=S1(=O)CC/C(=N/Nc2ccccn2)c2cc(F)ccc21,-8
Cc1ccccc1/C=C/C12NC(=O)CN1c1ccccc1C2(C)C (stereo not drawn),4
CCOC(=O)Cn1cc(/C=N/NC(=O)c2cc3ccccc3o2)c2ccccc21,15
O=c1[nH]nc(N2CCOCC2)c(=O)[nH]1,5
COc1cc(/C=N/n2c(-c3ccccc3)n[nH]c2=S)ccc1O,-1
Cc1cc(Nc2cc(Cl)cc(Cl)c2)nc(N)n1,-16
COc1ccc(CNc2ncnc3c2[nH]c2cc(OC)c(OC)cc23)cc1,19
CCCCC(CCC(=O)Nc1cccc([N+](=O)[O-])c1)C(=O)O (stereo not drawn),-5
O=C(NC(=O)c1ccccc1N1CCCCC1)Nc1ccc(Br)cc1,6
CCOC(=O)c1sc(=S)n(C)c1NC(=O)c1ccc(OC)cc1,8
C#CCNc1ccc(C(=O)OCC)cc1,-7
CCC(C)[C@H](NC(=O)NCCC1=CCCCC1)C(=O)O (stereo partly drawn),-5
O=C(Nc1cccc(S(=O)(=O)Nc2ccc(Cl)cc2)c1)c1ccc[n+]([O-])c1,2
CC(=O)OC1CCC2(C)C(=CCC3C2CCC2(C)C3CC3OC4(CCC(C)CN4)C(C)C32)C1 (stereo not drawn),-21
COc1cc(OC)c(/C=N/NC(=O)COc2cccc3cccnc23)c(OC)c1,-8
O=C(c1cc(F)ccc1F)C1CCCN(Cc2cccn2-c2ccccn2)C1 (stereo not drawn),0
Cc1cc2nc3c(=O)n(CCc4ccccc4)c(=O)[nH]c3nc2cc1N,1
O=C(CCn1c(=O)oc2ccccc21)NCCN1CCOCC1,-12
COC(=O)c1sc(SC)c(S(=O)(=O)C(C)C)c1N/N=C(\C#N)C(=O)c1ccccc1,-9
CN(C)c1ccc(/C=N/NC(=O)c2cnc3ccccc3c2)cc1,11
O=C(COc1ccc2ccccc2c1)Nc1nnc(-c2ccco2)s1,-3
CCOc1ccc(NC(=O)C2CCC(CNc3c(N4CCC(C)CC4)c(=O)c3=O)CC2)cc1 (stereo not drawn),-7
Cc1ccc(S(=O)(=O)N2CCCCC2)cc1C(=O)Nc1ccc(S(=O)(=O)Nc2ncccn2)cc1,-7
CCc1nnc(NC(=O)CSc2nnc(-c3ccc(O)cc3)n2-c2ccccc2)s1,-21
CCOCCN(C(=O)c1ccccc1Cl)c1cccc(C)c1C,7
Cc1ccc(S(=O)(=O)N(C)C)cc1NC(=O)C1CCCCC1,-7
N#C/C(=C\c1ccc(N2CCOCC2)o1)C(=O)NC1CCCCC1,10
CN(C)C(=O)CCCCCCCCC(=O)N(C)C,2
CCCCOc1ccc(NC(=O)Nc2nnc(C)s2)cc1,7
COc1cccc(Nc2nnc(SCC(=O)N3CC(=O)Nc4ccccc43)s2)c1,1
Cc1ccc(CSc2nnc([C@@H]3CCCN3C(=O)OC(C)(C)C)o2)cc1,-1
O=C(COC(=O)c1ccc([N+](=O)[O-])s1)Nc1cccc(S(=O)(=O)NC2=NCCCCC2)c1,1
CNC(=O)/C(C#N)=C/c1cc(C)n(-c2ccc(N3CCOCC3)cc2)c1C,-17
Cc1ccc(C(=O)Nn2cnnc2)cc1S(=O)(=O)N1CCOCC1,5
Cc1nnc(NNS(=O)(=O)c2ccc(Cl)cc2)[nH]c1=O,-5
Cc1ccc2[nH]c(=O)c(-c3noc(CC(C)C)n3)cc2c1,-7
O=C(/C=C/c1ccc(F)cc1)NC(=S)N1CCN(Cc2ccccc2)CC1,-2

# Other structures:
SMILES,S1P3 antagonist
O=C(CN1CCCCC1)n1c2ccccc2c2ccccc21,-1
N=C1SC(CC(=O)Nc2ccc([N+](=O)[O-])cc2)C(=O)N1c1ccccc1 (stereo not drawn),4
Oc1ccccc1-c1nc2c3ccccc3c3ccccc3c2[nH]1,6
CC(Oc1ccc(/C=N/NC(=O)Cc2cccc3ccccc23)cc1)C(=O)O (stereo not drawn),-1
CCOP(=O)(OCC)/C(C#N)=C/c1c[nH]c2ccccc12,-5
CC(C)Oc1ccc(C(=O)NCC(=O)O)cc1,-14
CCS(=O)(=O)c1ccc2oc(Nc3ccccc3Br)nc2c1,1
Cc1ccc(CN(C(=O)c2cc(=O)c3cc(C)cc(C)c3o2)C2CCS(=O)(=O)C2)cc1 (stereo not drawn),-7

# Laid out differently: 25 of the compounds above.
Compound | S1P3 antagonist
O=C(CCn1c(=O)oc2ccccc21)NCCN1CCOCC1 | -12
COC(=O)c1sc(SC)c(S(=O)(=O)C(C)C)c1N/N=C(\C#N)C(=O)c1ccccc1 | -9
CN(C)c1ccc(/C=N/NC(=O)c2cnc3ccccc3c2)cc1 | 11
O=C(COc1ccc2ccccc2c1)Nc1nnc(-c2ccco2)s1 | -3
CCOc1ccc(NC(=O)C2CCC(CNc3c(N4CCC(C)CC4)c(=O)c3=O)CC2)cc1 (stereo not drawn) | -7
Cc1ccc(S(=O)(=O)N2CCCCC2)cc1C(=O)Nc1ccc(S(=O)(=O)Nc2ncccn2)cc1 | -7
CCc1nnc(NC(=O)CSc2nnc(-c3ccc(O)cc3)n2-c2ccccc2)s1 | -21
CCOCCN(C(=O)c1ccccc1Cl)c1cccc(C)c1C | 7
Cc1ccc(S(=O)(=O)N(C)C)cc1NC(=O)C1CCCCC1 | -7
N#C/C(=C\c1ccc(N2CCOCC2)o1)C(=O)NC1CCCCC1 | 10
CN(C)C(=O)CCCCCCCCC(=O)N(C)C | 2
CCCCOc1ccc(NC(=O)Nc2nnc(C)s2)cc1 | 7
COc1cccc(Nc2nnc(SCC(=O)N3CC(=O)Nc4ccccc43)s2)c1 | 1
Cc1ccc(CSc2nnc([C@@H]3CCCN3C(=O)OC(C)(C)C)o2)cc1 | -1
O=C(COC(=O)c1ccc([N+](=O)[O-])s1)Nc1cccc(S(=O)(=O)NC2=NCCCCC2)c1 | 1
CNC(=O)/C(C#N)=C/c1cc(C)n(-c2ccc(N3CCOCC3)cc2)c1C | -17
Cc1ccc(C(=O)Nn2cnnc2)cc1S(=O)(=O)N1CCOCC1 | 5
Cc1nnc(NNS(=O)(=O)c2ccc(Cl)cc2)[nH]c1=O | -5
Cc1ccc2[nH]c(=O)c(-c3noc(CC(C)C)n3)cc2c1 | -7
O=C(/C=C/c1ccc(F)cc1)NC(=S)N1CCN(Cc2ccccc2)CC1 | -2
O=C(CN1CCCCC1)n1c2ccccc2c2ccccc21 | -1
N=C1SC(CC(=O)Nc2ccc([N+](=O)[O-])cc2)C(=O)N1c1ccccc1 (stereo not drawn) | 4
Oc1ccccc1-c1nc2c3ccccc3c3ccccc3c2[nH]1 | 6
CC(Oc1ccc(/C=N/NC(=O)Cc2cccc3ccccc23)cc1)C(=O)O (stereo not drawn) | -1
CCOP(=O)(OCC)/C(C#N)=C/c1c[nH]c2ccccc12 | -5

# These rows are one share of the data. The share of hits here may be higher or lower than overall.
